LMNA splice mod: changes lamin A minigene splicing in HeLa cells; HeLa LMNA splicing GFP/RFP minigene ratio, 48 h; Potency, µM (titrated, usually from 46.1 µM), without a hit: at the highest dose ratio change, negative = inhibition, usual class: inhibitors; 200,000 compounds, 0.01% hits; active means well fitted inhibition curve with a large enough effect in the signal ratio, with a control signal flat, not every such curve was filed as active; inconclusive means small, poorly fitted or top-dose-only effect, or effect the other way, or a change in a side signal; the % refers to the signal ratio; further: potency means the concentration at half of the fitted maximal effect; on the % scale 0 is the no-effect control and ±100 the full control effect
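S3 HeLa cells stably expressing lamin A-EGFP splicing minigene plus DsRed2, 600 cells/well, 48 h compound exposure at 37C. Laser-scanning cytometry; analysed as GFP (500-530 nm)/RFP (575-640 nm) total intensity ratio; 0.5% DMSO vehicle.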
Epigenetic derep: derepresses silenced GFP reporter in murine cells. Potency, µM (titrated, usually from 53.9 µM), without a hit: top-dose GFP activation, usual class: activators. 280,000 compounds, 0.2% hits. murine LDR cells, GFP reporter derepression, 30 h; further: potency means the concentration at half of the fitted maximal effect; % of control where 0% means no effect; nearly all actives have a fitted effect of over 60% in size
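Murine LDR cells carrying a silenced, genomically integrated CMV-driven GFP reporter were exposed to compound for 30 hours at 37 C. After PBS washes, GFP-positive cells (20–120 um objects) were counted by laser-scanning microplate cytometry.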
NPSR antag: blocks cAMP signaling of the human neuropeptide S receptor; CHO-NPSR cells, cAMP TR-FRET, antagonist mode; 220,000 compounds, 1% hits; Q6W5P4; Potency, µM (top dose mostly 38.3 µM), for inactives: at the top dose activity change, negative = inhibition, most hits filed as inhibitors; further: potency means the concentration at half of the fitted maximal effect; on the % scale 0 is the no-effect control and ±100 the full control effect; nearly all actives have a fitted effect of over 50% in size; many of its hits are not listed in these tables
Target sequence (Q6W5P4 whole entry, looked up): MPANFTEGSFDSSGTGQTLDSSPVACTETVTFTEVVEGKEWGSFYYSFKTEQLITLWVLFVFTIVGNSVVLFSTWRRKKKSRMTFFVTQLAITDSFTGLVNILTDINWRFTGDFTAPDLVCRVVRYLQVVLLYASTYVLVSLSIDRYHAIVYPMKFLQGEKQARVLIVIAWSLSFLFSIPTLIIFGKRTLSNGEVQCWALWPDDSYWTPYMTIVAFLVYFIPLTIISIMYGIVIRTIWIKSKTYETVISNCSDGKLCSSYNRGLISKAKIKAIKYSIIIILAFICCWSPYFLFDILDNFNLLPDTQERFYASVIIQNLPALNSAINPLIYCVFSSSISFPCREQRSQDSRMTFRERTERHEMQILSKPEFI
CBFb-RUNX1 inh: inhibitors of human CBF-beta and RUNX1 interaction; Q01196+Q13951; AlphaScreen CBFb-His/RUNX1-biotin binding, biochemical; Potency, µM (series often up to 59.8 µM), for inactives: at the highest dose activity, negative = inhibition, most hits filed as inhibitors; 230,000 tested, under 10 active; AID 1477; further: % of control where 0% means no effect
Target sequence (Q01196 whole entry, looked up): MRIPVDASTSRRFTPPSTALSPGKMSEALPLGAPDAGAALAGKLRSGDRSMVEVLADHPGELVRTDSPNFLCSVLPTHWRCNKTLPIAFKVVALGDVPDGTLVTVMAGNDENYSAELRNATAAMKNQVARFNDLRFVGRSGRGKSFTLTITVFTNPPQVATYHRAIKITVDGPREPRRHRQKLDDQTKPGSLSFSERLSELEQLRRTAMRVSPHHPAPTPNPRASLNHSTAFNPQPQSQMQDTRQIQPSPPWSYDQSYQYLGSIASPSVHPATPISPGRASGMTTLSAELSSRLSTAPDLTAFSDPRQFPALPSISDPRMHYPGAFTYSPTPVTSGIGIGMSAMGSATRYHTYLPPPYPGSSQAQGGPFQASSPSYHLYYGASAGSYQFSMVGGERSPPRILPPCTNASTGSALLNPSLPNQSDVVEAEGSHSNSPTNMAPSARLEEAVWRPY
Target sequence (Q13951 whole entry, looked up): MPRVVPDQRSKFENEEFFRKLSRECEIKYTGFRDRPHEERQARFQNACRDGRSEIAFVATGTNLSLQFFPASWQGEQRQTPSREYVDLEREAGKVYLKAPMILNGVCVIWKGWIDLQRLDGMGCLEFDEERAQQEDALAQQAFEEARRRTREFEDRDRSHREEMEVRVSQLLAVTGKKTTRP
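Bead-based AlphaScreen assay; binding partners His-tagged CBF-beta and biotinylated RUNX1 at 30 nM each. Compound exposure 15 min after a 20-min protein preincubation; bead step 90 min; all steps at room temperature.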
HTT aggregate: reduces HttQ103-GFP aggregates in PC12 cells | PC12 HttQ103-GFP aggregates, Acumen cytometry, 40 h | Potency, µM (series often up to 46.1 µM), for inactives: at the top dose activity change, negative = inhibition, actives largely listed as inhibitors | 220,000 compounds, 1.1% hits | AID 1688; further: potency means the concentration at half of the fitted maximal effect; on the % scale 0 is the no-effect control and ±100 the full control effect; nearly all actives have a fitted effect of over 60% in size
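PC12 cells with ecdysone-inducible HTT exon1 Q103-GFP, induced by 100 nM tebufenozide, given compounds in a concentration series. GFP aggregates (1–25 um, 6 SD above background) counted in lysates by laser-scanning cytometry, 488 nm excitation.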
Luc counter: Kinase-Glo luciferase inhibition (counter-screen); Q27757; Kinase-Glo luciferase, ATP luminescence, 8 min; Potency, µM (titrated, usually from 38.3 µM), for inactives: top-dose activity change, negative = inhibition, most hits filed as inhibitors; 200,000 compounds, 0.28% hits; AID 1379; further: potency means the concentration at half of the fitted maximal effect; on the % scale 0 is the no-effect control and ±100 the full control effect; nearly all actives have a fitted effect of over 60% in size
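Compound is pinned into ATP-containing buffer (10 uM ATP, imidazole pH 7.2, 7 mM MgCl2). Kinase-Glo luciferase reagent is then added. Light output is recorded following an 8-min room-temperature incubation.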
IMPase Li cell: membrane-permeable IMPase blocker, potentiated with lithium | 210,000 compounds, 0.35% hits | Potency, µM (highest dose often 59.4 µM), for inactives: top-dose activity, negative = IMPase inhibition, most hits filed as inhibitors | AID 1457 | CHO-M1 cells, IP1 TR-FRET (IP-One), carbachol + lithium;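 further: IP1 builds up when IMPase is blocked and the TR-FRET signal falls; potency means the concentration at half of the fitted maximal effect; plate controls were basal vehicle for no effect and high inhibitor control for full effect; nearly all actives have a fitted effect of over 50% in size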
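Readout is a homogeneous TR-FRET IP1 immunoassay (Ex 320, Em 665 and 620), where raised cytosolic IP1 lowers signal. Cells were CHO-M1 treated 30 min at 37C with test compounds plus a little lithium; AC50 values came from Hill-equation fitting.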
Numbers without * were called inactive; ? = inconclusive; / = no result given; & = joins results of further samples; [ ] = another dose, or the depositor's remark. Unless noted, the call rests on the fitted dose curve; in most records, active means well fitted curve in the direction sought with a large enough effect; inconclusive means small, poorly fitted or top-dose-only effect, or another doubt; inactive means no such curve, though single readings can be large; an effect the other way counts as inactive or inconclusive. The list is partial. The share of hits here may be higher or lower than overall.

nr	canonical_smiles	LMNA splice mod	Epigenetic derep	NPSR antag	CBFb-RUNX1 inh
1	COc1ccc(CCNc2cc(C)nc3c(-c4ccc(Cl)cc4)cnn23)cc1OC	?	-3.2%	-31%	?
2	NC1=NC(=O)/C(=C\c2ccsc2)S1	?	-5.6%	24%	0%
3	CN(C)S(=O)(=O)c1ccc(C(=O)OCCCN=C2NS(=O)(=O)c3ccccc32)cc1	-5%	2.4%	3%[46.1 µM]	0%
4	CCc1c(C)sc(NC(=O)C2CC2)c1C(=O)OC(C)C	14%	1.0%	-12%	5%
5	O=C(CSc1ncccc1C(=O)O)NCc1ccc(F)cc1	1%	1.3%	0%[46.1 µM]	-4%
6	COc1cccc(/C=N/n2c(C)nc3ccccc32)c1OC	?	-6.3%	?	9%
7	COc1ccc(CCNc2nnc(C)c(=O)[nH]2)cc1OC	0%	-4.6%	-4%[46.1 µM]	1%
8	O=C(O)CCCCCn1c(O)c(C=C2N=c3ccccc3=N2)sc1=S	-13%	0.0%	-5%	-14%
9	Cc1ccc2nc(-c3ccc(NS(=O)(=O)c4ccccc4)cc3)sc2c1	-3%	-0.9%	-21%	1%
10	O=C(CCCOc1ccccc1)N1CCN(c2ccccn2)CC1	7%	0.0%	-13%[46.1 µM]	-1%
11	O=[N+]([O-])/C=C/c1cc2ccccc2[nH]1	/	?	?	-1%
12	CC(=O)N(c1ccccc1)c1ccc([N+](=O)[O-])cc1[N+](=O)[O-]	-3%	-0.9%	10%	-7%

nr	HTT aggregate	Luc counter	IMPase Li cell
1	-5%	3%	-4%
2	-11%[9.22 µM]	-7%	1%
3	3%	-5%	-2%[38.3 µM]
4	-2%	3%	-1%
5	-4%	-2%	0%[38.3 µM]
6	13µM*	-4%	36%[activator][38.3 µM]
7	11%	-1%	19%[38.3 µM]
8	?	0%	2%
9	-2%	-4%	-4%
10	-6%	2%	13%[38.3 µM]
11	8%[9.22 µM]	/	/
12	3%	-1%	11%

Compounds above with a thiophene ring, fused or not, in the order listed:
nr	canonical_smiles	LMNA splice mod	Epigenetic derep	NPSR antag	CBFb-RUNX1 inh
2	NC1=NC(=O)/C(=C\c2ccsc2)S1	?	-5.6%	24%	0%
4	CCc1c(C)sc(NC(=O)C2CC2)c1C(=O)OC(C)C	14%	1.0%	-12%	5%

nr	HTT aggregate	Luc counter	IMPase Li cell
2	-11%[9.22 µM]	-7%	1%
4	-2%	3%	-1%

Further results:
nr	canonical_smiles	LMNA splice mod	Epigenetic derep	NPSR antag	CBFb-RUNX1 inh
13	COC(=O)c1cc(C(=O)OC)cc(S(=O)(=O)Nc2ccc(Cl)c(N)c2)c1	4%	-1.9%	-20%[46.1 µM]	1%
14	O=S(=O)(Cc1ccccc1Cl)NCCc1ccccc1	8%[46 µM]	-1.5%	4%	0%
15	Cc1ccc(N(CC(O)CN(C)C)S(=O)(=O)c2ccccc2)cc1 (configuration not stated)	-2%	1.3%	11%[46.1 µM]	1%
16	CC(=O)Nc1nnc(CSCc2ccccc2F)s1	/	-0.3%	-5%	14%
17	Cc1ccc(C(=O)NCCN2CCOCC2)cc1Cl	4%	3.5%	-11%[46.1 µM]	1%
18	C=CCN1c2ccccc2[C@]23C[C@@H](C(=O)OC)N(S(=O)(=O)c4cccs4)C2=NC(C(=O)OC)=C(C(=O)OC)[C@H]13	-3%[9.22 µM]	/	/	0%[13.1 µM]
19	COc1cc(/C(C)=N/NC(=O)CSc2nc3ccccc3[nH]2)ccc1O	/	6.9%	-20%	-3%
20	COc1cccc(N2CCCn3c2nc2c3c(=O)n(CCN3CCOCC3)c(=O)n2C)c1	-1%	6.1%	-3%[7.67 µM]	2%
21	CCCCn1c(=O)c2c(c3ccccc31)OCC(=O)N2	6%	-1.2%	-4%[46.1 µM]	1%
22	O=C(NC1CC1)c1ccc(F)cc1Cl	-14%	0.1%	2%[46.1 µM]	6%
23	Cc1ccccc1N(CC(=O)NC(C)(C)C)C(=O)c1ccc(-c2ccccc2)[nH]1	/	0.9%	-13%	3%
24	NC[C@@H]1O[C@@H](O[C@H]2[C@H](O)[C@H](O[C@@H]3O[C@H](CO)[C@@H](O)[C@H](N)[C@@H]3O)[C@@H](N)C[C@H]2N)[C@H](N)C[C@@H]1O	?	1.4%[16.9 µM]	/	3%[21.7 µM]

nr	HTT aggregate	Luc counter	IMPase Li cell
13	1%[9.22 µM]	1%	-4%[38.3 µM]
14	13%	-3%	0%
15	15%	-6%	-4%[38.3 µM]
16	2%[9.22 µM]	/	/
17	6%	-4%	-5%[38.3 µM]
18	/	-5%[7.66 µM]	7%
19	-17%[9.22 µM]	/	/
20	-6%	-6%	-7%[38.3 µM]
21	4%[9.22 µM]	-2%	-2%[38.3 µM]
22	-8%	-4%	26%[38.3 µM]
23	19%	1%	5%
24	-3%[20.6 µM]	2%[17.1 µM]	8%

(continued)
nr	canonical_smiles	LMNA splice mod	Epigenetic derep	NPSR antag	CBFb-RUNX1 inh
25	C(=C\c1ccccn1)/c1ccncc1	/	0.0%	11%	2%
26	CC(C)[C@H](NS(=O)(=O)c1ccccc1)C(=O)OCC(=O)Nc1ccccc1Sc1ccccc1	-9%	-3.0%	-13%	12%
27	O=C(CC1NCCNC1=O)Nc1ccc2c(c1)OCO2 (configuration not stated)	4%	0.0%	-3%[46.1 µM]	11%
28	O=C(COC(=O)CCc1nc2ccccc2c(=O)[nH]1)Nc1ccccc1Cl	/	0.0%	19%	-7%
29	CSCCC(NS(=O)(=O)c1ccc2c(c1)oc(=O)n2C)C(=O)NCc1ccccc1 (configuration not stated)	/	1.1%&-1.6%	2%	8%
30	CCOc1ccc(C(=O)CSCCC(=O)O)cc1	?	-1.4%	-1%	-3%
31	CC(=O)OCCNc1nc(-c2ccccc2)nc2ccccc12	0%[46 µM]	3.8%	-9%	4%
32	COc1cc(NC(=O)CSc2nnnn2Cc2ccccc2)cc(OC)c1	/	0.1%	-11%	8%
33	CCn1nc(C(=O)OCC(=O)c2ccc(F)cc2)c2ccccc2c1=O	/	1.0%	12%	-1%
34	O=C(Nc1ccccc1)Nc1cccc2ccccc12	/	-0.3%	15%	4%
35	N#Cc1nc(COc2ccc(Cl)cc2Cl)oc1N1CCN(c2ccccc2)CC1	2%	2.9%	-23%[46.1 µM]	6%
36	O=c1cc(-c2ccc(O)cc2)oc2ccc(O)cc12	?	5.0%&-1.3%	-1%	5%

nr	HTT aggregate	Luc counter	IMPase Li cell
25	-16%[9.22 µM]	/	/
26	-19%	1%	12%
27	13%	14%	41%[activator][38.3 µM]
28	-9%[9.22 µM]	/	/
29	1%[9.22 µM]	/	/
30	-17%	-1%	8%
31	16%[9.22 µM]	2%	9%
32	7%[9.22 µM]	2%	9%
33	1%	-1%	-8%
34	-15%[9.22 µM]	/	/
35	-2%	19%	43%[38.3 µM]
36	-11%	-14%&-4%	16%&20%

More structures follow:
nr	canonical_smiles	LMNA splice mod	Epigenetic derep	NPSR antag	CBFb-RUNX1 inh
37	CC(C)(C)OC(=O)NCC(=O)NCC(=O)OCc1ccccc1	-7%	0.0%	-4%[46.1 µM]	5%
38	COc1ccc(C(=O)NCc2ccccc2)cc1Br	-7%	-1.0%	3%	7%
39	CCn1c(=O)cc(OCC(=O)NCCCN2CCN(c3cccc(Cl)c3)CC2)c2ccccc21	?	0.7%	-6%[46.1 µM]	1%
40	CCOc1ccc(NC(=O)COC(=O)C2(C)CC2(Cl)Cl)c([N+](=O)[O-])c1 (configuration not stated)	?	1.7%	?	?
41	COc1ccc(C)cc1NC(=O)c1ccc2c(c1)OCO2	6%	-1.0%	-7%[46.1 µM]	7%
42	COc1ccc(N=C2NC(=O)CS2)c([N+](=O)[O-])c1	/	1.1%	-15%	12%
43	CCOC(=O)c1c(NC(=O)C2C3CCC(O3)C2C(=O)O)sc2c1CCCC2 (configuration not stated)	-12%[46 µM]	5.2%	-16%	7%
44	Cc1ccc(S(=O)(=O)[N-]c2nc3ccccc3nc2-n2cc[n+](CCC(C)C)c2)cc1	3%	-2.4%	-19%[46.1 µM]	11%
45	CC(C)Cn1nnnc1S(=O)(=O)Cc1cccc(C#N)c1	/	-0.3%	/	4%
46	CCOC(=O)C1=C(C)NC(C)=C(C(=O)OC)[C@H]1c1cccc([N+](=O)[O-])c1	/	-0.2%	/	5%[21.7 µM]
47	COc1ccc(OC2C(=O)N(Cc3ccc(F)cc3)C2c2ccc(OC)c(OC)c2)cc1 (configuration not stated)	-11%	-0.8%	-18%[46.1 µM]	-2%
48	Cc1cc(NC(=O)C2CC(=O)OC2c2ccccc2)no1 (configuration not stated)	-6%	-1.8%	11%[46.1 µM]	2%

nr	HTT aggregate	Luc counter	IMPase Li cell
37	?	1%	-2%[38.3 µM]
38	-14%	1%	-2%
39	19%	-2%	27%[38.3 µM]
40	5%	2%	10%
41	1%	-12%	27%[38.3 µM]
42	10%	1%	0%
43	-19%	1%	-12%
44	-1%	-1%	4%[38.3 µM]
45	/	-3%	10%
46	/	3%	23%
47	5%	-4%	8%[38.3 µM]
48	-4%	3%	-2%

(further entries)
nr	canonical_smiles	LMNA splice mod	Epigenetic derep	NPSR antag	CBFb-RUNX1 inh
49	C/C=C(/C)C(=O)OC1c2c(ccc3ccc(=O)oc23)OC(C)(C)C1OC(C)=O (configuration not stated)	-3%	-0.8%	-6%[46.1 µM]	-2%
50	COCCNC(=O)C(c1cccs1)N(C(=O)Cn1nnc2ccccc21)c1ccccc1 (configuration not stated)	2%	-0.9%	8%[46.1 µM]	9%
51	O=C(NC1CCCCC1)C(c1ccco1)N(Cc1ccco1)C(=O)c1ccco1 (configuration not stated)	7%	-1.2%	-10%[46.1 µM]	-1%
52	CS(=O)(=O)Nc1ccc2[nH]c(=O)[nH]c2c1	5%[9.22 µM]	-0.1%	3%	-5%
53	O=C(NCCNc1ccc([N+](=O)[O-])cc1C(F)(F)F)c1cccc(F)c1	-10%	-1.0%	-7%	-15%
54	Cc1nc(SCC(=O)N2CC(C)OC(C)C2)nc(C)c1C (configuration not stated)	1%	-1.8%	4%[46.1 µM]	0%

nr	HTT aggregate	Luc counter	IMPase Li cell
49	-15%	3%	15%
50	-1%	0%	32%[38.3 µM]
51	14%	-2%	-3%[38.3 µM]
52	9%	-3%	1%
53	?	3%	6%
54	-5%	/	/

High-throughput results from PubChem BioAssay.
